Tb PYK inh = blocks Trypanosoma brucei pyruvate kinase | Q57TT1 | TbPYK enzyme, Kinase-Glo Plus ATP luminescence, 45 min | Potency, µM (highest dose often 76.8 µM), for inactives: top-dose activity, negative = inhibition, most hits filed as inhibitors | 410,000 tested, 0.12% active; further: nearly all actives have a fitted effect of over 50% in size
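T. brucei PYK with substrate was exposed to pin-transferred compounds across a concentration series, then started with 130 uM ADP (final). After 45 min at room temperature, Kinase-Glo Plus luminescence was read, normalized and curve-fitted.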
AmpC inh no detg = AmpC beta-lactamase inhibition without detergent; P00811; AmpC nitrocefin hydrolysis, absorbance 480 nm, 0.0001% Triton; Potency, µM (doses to about 57.1 µM), for inactives: at the top dose activity change, negative = inhibition, hits mostly inhibitors; 330,000 tested, 0.52% active; AID 485341;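 further: plate controls were no compound for no effect and no enzyme for full effect; nearly all actives have a fitted effect of over 20% in size; some results filed as inactive show a strong effect at the top dose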
Target sequence (P00811 whole entry, looked up): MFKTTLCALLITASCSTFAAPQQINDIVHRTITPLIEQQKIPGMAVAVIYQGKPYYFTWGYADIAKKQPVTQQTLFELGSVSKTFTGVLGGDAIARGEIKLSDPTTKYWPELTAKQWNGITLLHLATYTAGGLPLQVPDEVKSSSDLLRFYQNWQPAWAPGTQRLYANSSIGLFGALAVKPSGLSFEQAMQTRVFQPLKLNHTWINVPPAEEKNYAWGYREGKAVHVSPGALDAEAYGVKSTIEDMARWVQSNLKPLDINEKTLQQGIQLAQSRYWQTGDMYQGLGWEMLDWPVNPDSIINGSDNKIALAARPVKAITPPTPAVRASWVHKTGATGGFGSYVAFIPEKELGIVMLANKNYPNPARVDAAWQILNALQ
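20 mM phosphate pH 7.0 + 0.01% (detergent screen) or 0.0001% Triton X-100; 5.3 nM AmpC reagent; cpd preinc 15 min RT; nitrocefin (800 uM stock) to start; A480 q20 s × 4 min; Activity was normalised to no-enzyme and no-compound control wells.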
Active calls of the source: *; [ ] = another dose, or the depositor's remark. The call rests on the fitted dose curve; in most records, active means well fitted curve in the direction sought with a large enough effect; inconclusive means small, poorly fitted or top-dose-only effect, or another doubt; inactive means no such curve, though single readings can be large; an effect the other way counts as inactive or inconclusive. Unless noted, on the % scale 0 is the no-effect control and ±100 the full control effect; potency means the concentration at half of the fitted maximal effect. These rows are one share of the data; rates above refer to the full screens.

molecule | Tb PYK inh | AmpC inh no detg
CCOC(=O)C1=C(C2=CCCCC2)c2ccc(OC)cc2N(S(=O)(=O)C(F)(F)F)C1C(=O)OCC (stereo not drawn) | 0% | -13%
O=C(/C=C/c1ccc([N+](=O)[O-])cc1)Nc1cccc(S(=O)(=O)NC2=NCCCCC2)c1 | -3% | -22%
C[C@H](CO)N1C[C@H](C)[C@@H](CN(C)S(C)(=O)=O)Oc2c(NC(=O)Nc3ccc4c(c3)OCO4)cccc2C1=O | -1% | 23%
CCCCN(C(=O)C1CCCO1)c1c(N)n(CCC)c(=O)[nH]c1=O (stereo not drawn) | 3% | -7%
CCN1C[C@@H]2[C@@H]3C(=O)N(C)C(=O)[C@@H]3[C@](C)(C(=O)OC)N2C1=NC | -1% | -39%
COc1cc(CN(CC(C)C)S(=O)(=O)c2ccccc2Br)cc(OC)c1 | -9% | -26%
COc1ccc2c(c1)c1c(n2C)[C@@H]2CC=C(CO)[C@@H](C1)N2C | 5% | 6%
O=C1N[C@@H](Cc2ccccc2)COC(=O)[C@@H](Cc2ccc(F)cc2)CC/C=C/C[C@@H]1CC(=O)N(CCO)Cc1ccccc1 | 4% | 201%[activator]
CC(=O)Nc1ccc(NC(=O)COC(=O)c2cc(S(=O)(=O)N3CCCC3)ccc2O)cc1 | -1% | -41%
COc1cc(C(C)=O)ccc1OCC(=O)NCC(c1ccc(F)cc1)N1CCOCC1 (stereo not drawn) | -4% | 19%
O=C(COC(=O)CNC(=O)C1CCCCC1)NCc1ccc(Cl)cc1 | 6% | 32%
C[C@H](CO)N1C[C@H](C)[C@H](CN(C)S(C)(=O)=O)Oc2c(cccc2N(C)C)C1=O | -5% | -12%
C=CCC[C@H](Cc1ccc(F)cc1)C(=O)OC[C@@H](C)NC(=O)[C@@H](CC=C)CC(=O)N[C@H](CO)Cc1ccccc1 | 1% | 195%[activator]
CCC(CO)Oc1cc(NCc2ccccc2O)c2ncn(C(C)C)c2c1 (stereo not drawn) | 2% | -24%
CN(CC(=O)NCc1ccco1)CC(=O)Nc1ccc(F)c(F)c1F | -5% | 16%
Cc1cnc(C(=O)OCC(=O)Nc2cc(Cl)ccc2C#N)cn1 | 1% | -16%
CCN(C[C@H]1N[C@@](C)(C(=O)OC)[C@H]2C(=O)N(C)C(=O)[C@@H]12)S(=O)(=O)c1ccc(OC)cc1 | 0% | -3%
CN(C(=O)COC(=O)C12CC3CC(CC(Cl)(C3)C1)C2)c1ccccc1 | 4% | 49%
CC(C)(C)OC(=O)C[C@H]1C/C=C\C[C@H](CC(=O)N(CCO)Cc2ccccc2)C(=O)N[C@H](C(C)(C)C)COC1=O | -1% | 242%[activator]
CCOc1ccc(CCNC(=O)CCC(=O)c2cccs2)cc1OCC | -1% | -15%
CCCCCCN[C@H]1CCC2C3CC=C4C[C@@H](O)CC[C@]4(C)C3CC[C@@]21C (stereo partly drawn) | 3% | 10%
O=C(CN1C(=O)NC2(CCCCCC2)C1=O)Nc1ccc(Cl)c([N+](=O)[O-])c1 | 5% | -30%
C#CCOCCOCCOCCNc1nc(N2CCN(C(=O)[C@H](CCCCN)n3cc(CN)nn3)CC2)nc(N2CCN(C(=O)[C@H](CCC(=O)O)n3cc([C@@H](N)CCSC)nn3)CC2)n1 | -1% | 16%
O=C(COc1ccccc1)N[C@@H]1c2ccccc2CC[C@H]1OCc1ccccc1 | -4% | -22%
O=C1NC[C@@H](c2ccccc2)OC(=O)[C@H](Cc2ccc(F)cc2)C/C=C\C[C@@H]1CC(=O)N(CCO)Cc1ccccc1 | 2% | 199%[activator]
Cc1ccc(C(=O)NCC(=O)OC(C)C(=O)Nc2ccccc2[N+](=O)[O-])s1 (stereo not drawn) | 1% | -27%
COc1ccccc1NS(=O)(=O)c1cc(C(=O)N2CCCCCC2)ccc1C | -20% | 13%
C[C@H]1CN([C@@H](C)CO)C(=O)c2cccc(NC(=O)C3CC3)c2O[C@H]1CN(C)S(=O)(=O)c1ccccc1 | 3% | 136%[activator]
CCN(C(=O)COC(=O)c1nccnc1N)c1cccc2ccccc12 | -3% | -2%
CC(C)NC(=O)Nc1cccc2c1O[C@H](CN(C)C(=O)Nc1ccc(C(F)(F)F)cc1)[C@@H](C)CN([C@H](C)CO)C2=O | 2% | 207%[activator]

Reformatted with two lines to a compound: entries from further up
Below each SMILES – Tb PYK inh | AmpC inh no detg
> CC(=O)Nc1ccc(NC(=O)COC(=O)c2cc(S(=O)(=O)N3CCCC3)ccc2O)cc1
 : -1% | -41%
> COc1cc(C(C)=O)ccc1OCC(=O)NCC(c1ccc(F)cc1)N1CCOCC1 (stereo not drawn)
 : -4% | 19%
> O=C(COC(=O)CNC(=O)C1CCCCC1)NCc1ccc(Cl)cc1
 : 6% | 32%
> C[C@H](CO)N1C[C@H](C)[C@H](CN(C)S(C)(=O)=O)Oc2c(cccc2N(C)C)C1=O
 : -5% | -12%
> C=CCC[C@H](Cc1ccc(F)cc1)C(=O)OC[C@@H](C)NC(=O)[C@@H](CC=C)CC(=O)N[C@H](CO)Cc1ccccc1
 : 1% | 195%[activator]
> CCC(CO)Oc1cc(NCc2ccccc2O)c2ncn(C(C)C)c2c1 (stereo not drawn)
 : 2% | -24%
> CN(CC(=O)NCc1ccco1)CC(=O)Nc1ccc(F)c(F)c1F
 : -5% | 16%
> Cc1cnc(C(=O)OCC(=O)Nc2cc(Cl)ccc2C#N)cn1
 : 1% | -16%
> CCN(C[C@H]1N[C@@](C)(C(=O)OC)[C@H]2C(=O)N(C)C(=O)[C@@H]12)S(=O)(=O)c1ccc(OC)cc1
 : 0% | -3%
> CN(C(=O)COC(=O)C12CC3CC(CC(Cl)(C3)C1)C2)c1ccccc1
 : 4% | 49%
> CC(C)(C)OC(=O)C[C@H]1C/C=C\C[C@H](CC(=O)N(CCO)Cc2ccccc2)C(=O)N[C@H](C(C)(C)C)COC1=O
 : -1% | 242%[activator]
> CCOc1ccc(CCNC(=O)CCC(=O)c2cccs2)cc1OCC
 : -1% | -15%

Other records follow:
molecule | Tb PYK inh | AmpC inh no detg
CCOC(=O)[C@H]1[C@H]2COc3ccc(Br)cc3[C@@H]2N2C(=O)N(c3ccccc3)C(=O)[C@@]12C | -8% | -18%
O=C(COC(=O)c1ccccc1O)NCc1ccco1 | 17% | -10%
CCN1C(=O)[C@H]2[C@H]3CN=C(SCc4ccc(Cl)cc4)N3[C@@](C)(C(=O)OC)[C@H]2C1=O | 0% | 42%
Cc1nc(SCc2nc3ccccc3[nH]2)c2oc3cc(Br)ccc3c2n1 | -9% | 57%
Cc1cc2c(c(C)c1CCO[C@@H]1O[C@H](CO)[C@@H](O)[C@H](O)[C@H]1O)C(=O)[C@@H](C)[C@@H]2O | 3% | -1%
COc1ccc(C(=O)COC(=O)c2sc(C)nc2C)cc1F | -3% | 1%
O=[N+]([O-])c1ccccc1S(=O)(=O)N/C(=N/S(=O)(=O)c1ccccc1)c1ccccc1 | -2% | -43%
O=C1OC[C@H]2CCCN2C(=O)[C@@H](CC(=O)N(CCO)Cc2ccccc2)C/C=C\CC[C@@H]1Cc1ccc(F)cc1 | -3% | 248%[activator]
COc1cc(O)c2c(=O)c3c(O)ccc(O)c3oc2c1 | -12% | -34%
CC(Oc1cccc(Br)c1)C(=O)Nc1cccc(S(=O)(=O)N2CCOCC2)c1 (stereo not drawn) | 4% | 1%
COC(=O)[C@H]1C[C@H](O)CN1S(=O)(=O)c1ccc(Br)cc1F | 3% | -10%
CC[C@]12c3[nH]c4cc(CCC(=O)N(C)C)ccc4c3CCN1C(=O)[C@@H](CC(=O)NCc1ccco1)C[C@@H]2C(=O)N1CCN(C(=O)C2CC2)CC1 | 0% | 134%[activator]
COC(=O)[C@]1(C)N[C@H](CN(C)C(=O)NC(C)C)[C@@H]2C(=O)N(C)C(=O)[C@@H]21 | 4% | -17%
O=C(CSc1nccc(=O)[nH]1)NC1CCCCCCC1 | 0% | -13%
Cn1nnnc1SCC(=O)Nc1ncc(C(F)(F)F)cc1Cl | -3% | -8%
CN(Cc1nc2ccccc2c(=O)[nH]1)C(=O)c1cccc(NC(=O)c2cccs2)c1 | -7% | -32%
Cc1cc(NC(=O)c2ccc(-c3ccccc3[N+](=O)[O-])o2)no1 | -7% | -32%
COCCO[C@H]1CC[C@@]2(C)C(=CCC3C2CC[C@@]2(C)C3CC[C@]2(C)O)C1 (stereo partly drawn) | -3% | 10%
O=C(Nc1ccc(S(=O)(=O)NC2=NCCCCC2)cc1)c1ccc(Cl)c([N+](=O)[O-])c1 | 5% | -35%
Cc1noc(C)c1S(=O)(=O)N(C)C[C@H]1Oc2c(NC(=O)Nc3ccccc3)cccc2C(=O)N([C@H](C)CO)C[C@@H]1C | -1% | 209%[activator]
O=C(COc1ccc(F)cc1)NNC(=O)Cn1ccc(C(F)(F)F)n1 | 6% | 0%
C[C@]12c3[nH]c4ccc(Cl)cc4c3CCN1C(=O)[C@@H](CC(=O)NCCN1CCOCC1)C[C@@H]2C(=O)N1CCOCC1 | 0% | 147%[activator]
CCN1CCN(c2ccc(S(=O)(=O)N3CCOCC3)cc2N)CC1 | 5% | -31%
O=C(COC(=O)Cc1c(F)cccc1Cl)NCc1ccc2c(c1)OCO2 | 7% | -3%
Cc1cc(NC(=O)CSc2nnc(-c3ccco3)n2N)no1 | 0% | -10%
CCN1C[C@@H]2[C@@H]3C(=O)N(Cc4ccccc4)C(=O)[C@@H]3[C@](CC)(C(=O)OC)N2C1=NC | 1% | -20%
O=C1N(c2ccccc2)C(c2ccccc2)C12CCCCC2 (stereo not drawn) | -2% | -18%
Cc1cccc(-c2noc(CCC(=O)N3CCN(c4cc(C)ccc4C)CC3)n2)c1 | 3% | 51%
O=C(NCC(=O)N1CCN(c2ccc([N+](=O)[O-])cc2)CC1)c1ccco1 | 4% | -12%
COc1ccccc1CNC(=O)CN(C)CC(=O)Nc1ccc(F)c(F)c1F | -3% | 50%

Next records:
molecule | Tb PYK inh | AmpC inh no detg
CCN1C(N(C)CCc2c[nH]c3ccccc23)=N[C@@H](c2cccc(C(F)(F)F)c2)C(C(=O)OC)=C1C | -5% | 61%[activator]
COc1ccc(NC(=O)N(C)C[C@H]2Oc3ccc(NC(=O)NC(C)C)cc3C(=O)N([C@H](C)CO)C[C@@H]2C)cc1 | 1% | -11%
COc1ccccc1CNS(=O)(=O)c1cc(C(=O)NCC2CCCO2)c(Cl)cc1Cl (stereo not drawn) | 1% | -7%
COc1ccc(CNC(=O)COC(=O)Cc2ccc(Br)cc2)cc1 | -3% | -9%
COc1ccc(NC(=O)Nc2ccc3c(c2)C(=O)N([C@H](C)CO)C[C@H](C)[C@@H](CN(C)C(=O)Nc2ccc(OC)cc2)O3)cc1 | 2% | 149%[activator]
O=C1c2ccccc2[C@@H]2CC(O)C(O)CCN12 (stereo partly drawn) | 3% | -23%
Cc1ccc(NS(=O)(=O)c2ccc(C(=O)NC3CCN(Cc4ccccc4)CC3)cc2)cc1 | -3% | 3%
COc1ccccc1NS(=O)(=O)c1cc(NC(=O)c2cc(F)c(F)c(F)c2F)ccc1N1CCOCC1 | 8% | -25%
CC[C@]12c3[nH]c4cc(-c5ccco5)ccc4c3CCN1C(=O)[C@@H](CC(=O)NCc1ccc(OC)c(OC)c1)C[C@@H]2C(=O)N1CCN(C(=O)c2ccco2)CC1 | 0% | 217%[activator]
COCCN(Cc1nnc(-c2cccs2)o1)C(=O)CN1C(=O)NC2(CCCCC2)C1=O | -10% | -1%
O=C(NCC1COc2ccccc2O1)C1CCN(S(=O)(=O)c2ccccc2)CC1 (stereo not drawn) | -3% | -17%
Nc1ncnc2c1ncn2[C@@H]1O[C@H](CNCc2c(OCc3ccccc3F)ccc3ccccc23)[C@@H](O)[C@H]1O | -5% | 59%
CN(CC(=O)Nc1ccccc1Cl)C(=O)COC(=O)c1cccs1 | -12% | -18%
O=C(COC(=O)c1ccc([N+](=O)[O-])o1)NC12CC3CC(CC(C3)C1)C2 | -2% | -20%
Cc1ccc(S(=O)(=O)N2CCN(C(=O)COC(=O)/C=C/c3ccc([N+](=O)[O-])cc3)CC2)c(C)c1 | -2% | -17%
C[C@H]1CN([C@@H](C)CO)C(=O)Cc2cc(NS(C)(=O)=O)ccc2O[C@@H]1CN(C)Cc1ccc(Cl)c(Cl)c1 | 1% | 206%[activator]
COc1ccc(CC(=O)NNC(=O)c2ccccc2)cc1OC | 3% | -11%
CCN(CC)C(=O)[C@H]1C[C@H](CC(=O)NCCCN(C)C)C(=O)N2CCc3c([nH]c4ccc(Cl)cc34)[C@]12C | -10% | 169%[activator]
COc1ccc(N2CCN(C(=O)COC(=O)c3cccc(OC)c3O)CC2)cc1 | -2% | -8%
COCCCNC(=O)C[C@H]1C[C@H](C(=O)N2CCOCC2)[C@@]2(C)c3[nH]c4ccc(Cl)cc4c3CCN2C1=O | 2% | 202%[activator]
COC(=O)[C@@H](Cc1ccccc1)N(Cc1ccccc1)S(=O)(=O)N(Cc1ccccc1)[C@H](Cc1ccccc1)C(=O)OC | 1% | -21%
Cc1c(Cl)cnc(NC(=O)CSc2nnnn2C)c1Cl | -3% | -12%
